# High-throughput results: PubChem BioAssay, several laboratories
# Keap1-Nrf2 PPI – Keap1-Nrf2 protein-protein interaction inhibitors, primary screen, biochemical, fluorescence polarization, single point | Keap1 Kelch-Nrf2 peptide fluorescence polarization, 1536-well | inhibition, % at 9.4 µM | 340,000 tested, 0.15% active | AID 504523, 2011; in the data active = inhibition above about 12%; inconclusive = no clear call, values can overlap the other calls; inactive = below about 7.3%;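 also: human Keap1 Kelch domain with fluorescein labeled Nrf2 9mer peptide probe; 0% = neutral control wells and 100% = peptide positive control; higher means more block of Keap1 binding to Nrf2 peptide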
# PfHsp90 yeast 2 – growth inhibition of PfHsp90-expressing yeast, primary screen, antimalarial PfHsp90 inhibitor project, S. cerevisiae, BacTiter-Glo luminescence, single point, set 2. BacTiter-Glo ATP, 48 h; yeast lacking PDR1 and PDR3 efflux regulators. inhibition, % at 9.4 µM. 310,000 tested, 0.32% active. AID 504621, 2011;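 active = every replicate shows inhibition above about 80%, whatever the replicate mean, limit read from the data; inconclusive = mean inhibition reaches the set limit but some replicate falls short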;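 also: 0% = DMSO neutral controls and 100% = 20 µM radicicol positive controls; yeast relying on Plasmodium falciparum Hsp90 in place of its own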
# SUMO Mot1 rescue – yeast Mot1-301 growth rescue at high temperature, primary screen, SUMOylation pathway inhibitor project, S. cerevisiae, ATP luminescence, 38.5C | S. cerevisiae Mot1-301 growth rescue; percent above DMSO median, 100 means doubled | growth rescue, % at 18.8 µM | 320,000 tested, 1% active | AID 2716, 2010;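 active = every valid replicate shows activation above 250% relative to neutral control wells; inactive = the rest, any valid replicate at or below 250%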;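 also: OY570 slx delta 5 strain wells were the positive control but not used for scaling; some compounds called inactive have numbers as strong as hits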
# dFosB act – activators of delta FosB homodimer, primary screen, biochemical, fluorescence polarization, TAMRA-CDK5 oligo, single point; activation, % at 25 µM; 340,000 tested, 0.99% active; purified delta FosB; percent of positive-control signal above neutral wells; AID 493131, 2011;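 active = mean activation above about 17%, with every replicate also reaching it, limit read from the data, passing the limit was not always enough; inconclusive = only one of the two conditions met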;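 also: fluorescence polarization rise as delta FosB binds a TAMRA Cdk5 AP-1 oligo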
# Target sequence (P13346 whole entry, looked up): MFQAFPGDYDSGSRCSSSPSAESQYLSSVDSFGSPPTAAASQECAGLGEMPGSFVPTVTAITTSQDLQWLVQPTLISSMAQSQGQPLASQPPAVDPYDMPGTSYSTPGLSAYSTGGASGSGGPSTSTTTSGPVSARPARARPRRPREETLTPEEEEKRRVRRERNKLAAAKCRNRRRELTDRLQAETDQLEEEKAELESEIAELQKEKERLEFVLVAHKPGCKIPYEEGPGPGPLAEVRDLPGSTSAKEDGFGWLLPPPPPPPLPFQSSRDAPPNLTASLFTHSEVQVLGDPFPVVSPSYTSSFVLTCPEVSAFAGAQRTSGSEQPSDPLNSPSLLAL
# Rtt109 HAT inh – inhibitors of C. albicans Rtt109/Vps75 HAT, primary screen, biochemical, ThioGlo CoA-SH fluorescence, plate reader; Histone acetyltransferase RTT109 (Candida albicans (strain SC5314 / ATCC MYA-2876)), …; 330,000 tested, 0.16% active; purified Rtt109/Vps75, 4 h; inhibition, % at 34.9 µM;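 active = inhibition of at least 50% in every replicate; inconclusive = best replicate reaches 50% inhibition but some replicates fall short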
# CDK5 p35 inh – inhibitors of human CDK5/p35 kinase, primary screen, biochemical, single concentration | Cyclin-dependent kinase 5 (Homo sapiens) + Cyclin-dependent kinase 5 activator 1 (Homo … | Recombinant CDK5/p35, ADP-Glo luminescence, 60 min | inhibition, % at 10 µM | 330,000 tested, 0.01% active;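 active = highest replicate inhibition of at least 50% and at least 75% of replicates reaching 50%; inconclusive = only one of the two criteria met; inactive = both criteria failed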;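 also: plate controls were DMSO neutral control for no effect and GW8510 at 10 µM for full effect; many of its hits are not listed in these tables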
# Target sequence (Q00535 whole entry, looked up): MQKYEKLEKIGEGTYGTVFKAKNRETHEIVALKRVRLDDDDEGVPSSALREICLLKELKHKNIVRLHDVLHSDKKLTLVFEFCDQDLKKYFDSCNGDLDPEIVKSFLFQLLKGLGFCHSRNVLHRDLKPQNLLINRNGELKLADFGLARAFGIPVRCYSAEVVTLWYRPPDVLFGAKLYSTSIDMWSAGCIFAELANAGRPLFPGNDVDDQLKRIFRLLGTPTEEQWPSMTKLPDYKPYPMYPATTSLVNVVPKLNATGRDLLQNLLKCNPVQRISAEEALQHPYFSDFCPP
# Target sequence (Q15078 whole entry, looked up): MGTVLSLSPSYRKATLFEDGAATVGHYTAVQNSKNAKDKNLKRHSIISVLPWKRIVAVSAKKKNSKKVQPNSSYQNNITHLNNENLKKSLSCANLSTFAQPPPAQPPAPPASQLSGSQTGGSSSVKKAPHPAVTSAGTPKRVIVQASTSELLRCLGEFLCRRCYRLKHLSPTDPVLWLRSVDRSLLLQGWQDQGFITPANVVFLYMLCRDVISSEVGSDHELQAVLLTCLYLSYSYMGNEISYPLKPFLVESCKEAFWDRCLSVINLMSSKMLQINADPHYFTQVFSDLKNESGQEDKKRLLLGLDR
# LANA DNA inh – inhibitors of KSHV C-LANA binding to DNA, primary screen, biochemical, fluorescence polarization, FAM-LBS DNA, MBP-C-LANA, single point | Kaposi's sarcoma herpesvirus LANA C-terminal domain (residues 932-1162) DNA binding | inhibition, % at 9 µM | 340,000 tested, 0.078% active | AID 504423, 2011;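 active = highest replicate inhibition at or above 60% at 9 µM, even if other replicates fall short; inactive = all replicates below 60% inhibition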;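 also: 0% = neutral control wells and 100% = 4 µM acridine orange control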
# NSD2 inh – NSD2 histone methyltransferase inhibitors, primary screen, biochemical, AlphaScreen, single concentration, set 2 | Histone-lysine N-methyltransferase NSD2 (Homo sapiens), O96028 | NSD2 peptide methylation, 120 min | inhibition, % at 12.5 µM | 310,000 tested, 0.54% active; in the data active = inhibition above about 50%
# PvdQ acylase – P. aeruginosa PvdQ acylase inhibitors, primary screen, biochemical, fluorescence, plate reader and imaging, single point; PvdQ acylase [Pseudomonas aeruginosa LESB58]; purified PvdQ acylase; inhibition, % at 10 µM; 340,000 tested, 0.063% active; in the data active = inhibition above about 30%, passing the limit was not always enough; inconclusive = no clear call, values can overlap the other calls;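 also: 0% = vehicle neutral wells and 100% = reference inhibitor wells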
# RTF Ca sens act – cardiac RTF calcium sensitivity activators, primary screen, biochemical, IANBD-TnC fluorescence, EC20 calcium. IANBD-labeled TnC RTF fluorescence at EC20 calcium; 0% EC20 calcium, 100% full calcium. 340,000 tested, 0.24% active. AID 493008, 2010. activation, % at 7.2 µM. Troponin I, cardiac muscle (Homo sapiens) + Troponin T, cardiac muscle (Homo sapiens) + …;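 active = activation above the mean over all tested compounds plus 3 SD, cut at about 30% in these data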;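 also: rise in fluorescence read as greater calcium sensitivity of cardiac thin filaments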
# RTF Ca sens inh – cardiac RTF calcium sensitivity inhibitors, primary screen, biochemical, IANBD-TnC fluorescence, EC70 calcium | Troponin I, cardiac muscle (Homo sapiens) + Troponin T, cardiac muscle (Homo sapiens) + … | IANBD-labeled cardiac RTF, Ca2+ fluorescence | inhibition, % at 7.15 µM | 340,000 tested, 0.12% active;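 active = inhibition above the mean inhibition of all tested compounds plus 3 SD, cut at about 17% in these data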;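 also: assay run at fixed EC70 calcium of 1.6 mM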
# * hit, by the source's call; i = inactive; ? = inconclusive; / = not tested or not shown; + = active, no number.
SMILES,Keap1-Nrf2 PPI,PfHsp90 yeast 2,SUMO Mot1 rescue,dFosB act,Rtt109 HAT inh,CDK5 p35 inh,LANA DNA inh,NSD2 inh,PvdQ acylase,RTF Ca sens act,RTF Ca sens inh
O=C(Nc1nc2cc3c(cc2s1)OCO3)c1cccc(N2C(=O)CCC2=O)c1,-1,-1,13,-2,-4,0.2,-0.6,1,3,4,1
CCNC(=O)COc1ccc(F)cc1C(=O)c1cnn(-c2ccccc2)c1,-2,5,2,-1,11,-0.3,-1.4,2,3,-3,-6
CC1CCN(c2ccc(NC(=O)c3cccnc3Cl)cc2)CC1,-6,7,-12,-8,-6,0.7,-0.2,6,-8,2,1
COc1ccc(COc2cc(-c3cccc(OC)c3)nc3ccc(NC(=O)c4ccccc4)cc23)cc1,1,8,-8,?,-8,-0.2,-0.6,/,4,2,-7
O=C1c2ccccc2NC(c2ccc3c(c2)OCO3)N1O (stereo not given),-1,-18,-16,-4,-5,1.0,-1.1,3,-14,3,3
Cc1ccc(OCC(=O)NCCNC(=O)c2ccc(C)nc2)cc1,3,-2,-9,4,0,-1.4,-0.5,-2,-7,-3,-5
CC(=O)c1c(C)[nH]c(C(=O)N2CCN(c3ccccn3)CC2)c1C,-3,-3,4,-2,-1,0.5,-1.7,3,-19,8,-12
O=C(O)/C(=C\c1cn(-c2ccccc2)nc1-c1cccnc1)NC(=O)c1ccccc1,-2,8,1,-1,-1,2.0,-14,-1,8,-2,3
CC(C)N(CCn1c(SCC(=O)Nc2cccnc2Cl)nc2ccccc2c1=O)C(C)C,4,-13,11,-6,0,0.3,0.4,1,-6,-4,-9
CNS(=O)(=O)c1ccc(NC(=O)c2cnn3c(C(F)F)cc(-c4ccccc4)nc23)cc1,-2,-1,1,-10,-5,0.0,0.8,-3,5,-6,1
CCc1c(Nc2ccccc2Cl)nc(N)[nH]c1=O,-6,/,/,-2,4,46,-0.2,2,-14,1,0
COc1ccc(NC(=O)c2ccc(N3CCCC3=O)cc2)cc1Cl,-5,9,-2,2,-12,0.9,1.7,20,-15,0,-2
O=C1CCc2cc(NS(=O)(=O)c3cc(F)ccc3F)cc3c2N1CC3,1,/,98,5,-7,0.7,0.5,-2,-5,0,4
Cc1cc(C)cc(NC(=O)C2CCCN(c3ncccn3)C2)c1 (stereo not given),2,-2,-5,2,-5,-0.8,0.8,3,-13,-5,-3
Cc1nc2ccccc2n1CC(=O)NC1CCCCCC1,-1,1,-2,-2,-1,0.3,-0.2,5,0,8,-7
COc1ccc(NCc2ccccc2[N+](=O)[O-])cc1OC,-4,-8,-3,-8,-1,-0.8,-0.9,5,-10,-1,-4
COC(=O)[C@@]12CCCN1[C@H](c1ccc(-c3ccc(OC)cc3)cc1)[C@@H]1C(=O)N(C)C(=O)[C@@H]12,-2,-11,-12,8,-5,-0.1,-3.3,/,-11,6,5
COc1ccc(Cn2nnnc2C(CC(C)C)N2CCC(C(N)=O)CC2)cc1 (stereo not given),-9,27,-6,-5,2,-7.9,0.0,-3,-1,2,-4
C=C(C)c1cccc(C(C)(C)NC(=O)NCC2COCCO2)c1 (stereo not given),-2,/,3,1,13,0.4,-0.1,0,2,1,-19
CC1CCCN(S(=O)(=O)c2ccc(S(=O)(=O)N3CCC4(CC3)OCCO4)cc2)C1 (stereo not given),-5,-25,20,-4,-2,0.9,-0.6,-2,-2,0,-1
CCOC(=O)c1c(CSC(=N)N)n(-c2ccccc2)c2cc(Br)c(OC(C)=O)cc12,-6,-1,-9,30*,1,2.3,-0.1,4,-14,3,5
O=C(Nc1ccccc1)c1ccc(NCc2ccco2)c(S(=O)(=O)N2CCOCC2)c1,-1,/,-10,-7,-3,-1.6,-1.0,0,-3,7,8
Cc1cc(C)cc(OCC(=O)NN2C(=O)c3ccccc3C2=O)c1,3,-2,-8,0,17,2.0,0.0,1,0,12,-5
COc1cc(S(=O)(=O)NC(Cc2c[nH]c3ccccc23)C(=O)O)ccc1NC(C)=O (stereo not given),-4,18,-4,-4,-1,0.9,-1.1,2,-16,-2,-7
CON(C)S(=O)(=O)c1cccc(C(=O)NC2CCSc3ccccc32)c1 (stereo not given),-6,-14,6,-11,6,0.6,-0.5,-2,-10,-2,-7

# Reprinted from the part before: 7 compounds, followed by the next part.
SMILES,Keap1-Nrf2 PPI,PfHsp90 yeast 2,SUMO Mot1 rescue,dFosB act,Rtt109 HAT inh,CDK5 p35 inh,LANA DNA inh,NSD2 inh,PvdQ acylase,RTF Ca sens act,RTF Ca sens inh
C=C(C)c1cccc(C(C)(C)NC(=O)NCC2COCCO2)c1 (stereo not given),-2,/,3,1,13,0.4,-0.1,0,2,1,-19
CC1CCCN(S(=O)(=O)c2ccc(S(=O)(=O)N3CCC4(CC3)OCCO4)cc2)C1 (stereo not given),-5,-25,20,-4,-2,0.9,-0.6,-2,-2,0,-1
CCOC(=O)c1c(CSC(=N)N)n(-c2ccccc2)c2cc(Br)c(OC(C)=O)cc12,-6,-1,-9,30*,1,2.3,-0.1,4,-14,3,5
O=C(Nc1ccccc1)c1ccc(NCc2ccco2)c(S(=O)(=O)N2CCOCC2)c1,-1,/,-10,-7,-3,-1.6,-1.0,0,-3,7,8
Cc1cc(C)cc(OCC(=O)NN2C(=O)c3ccccc3C2=O)c1,3,-2,-8,0,17,2.0,0.0,1,0,12,-5
COc1cc(S(=O)(=O)NC(Cc2c[nH]c3ccccc23)C(=O)O)ccc1NC(C)=O (stereo not given),-4,18,-4,-4,-1,0.9,-1.1,2,-16,-2,-7
CON(C)S(=O)(=O)c1cccc(C(=O)NC2CCSc3ccccc32)c1 (stereo not given),-6,-14,6,-11,6,0.6,-0.5,-2,-10,-2,-7
Cc1ccc(CNC(=O)CSc2nc3ccsc3c(=O)n2Cc2ccc(C(=O)O)cc2)cc1,4,12,51,-7,-1,0.0,-0.3,3,27,3,-1
O=C(NCc1ccccc1)/C(NC(=O)c1ccccc1)=C(/Sc1ccccn1)c1ccccc1,-1,3,8,-2,-11,1.4,-1.2,-1,-5,4,-4
COc1ccc(Cn2c(=O)cc(C)[nH]c2=S)cc1,-2,9,15,-2,3,-6.9,2.8,/,-11,4,-7
O=C(CCCN1C(=O)/C(=C/c2cccc(Br)c2)SC1=S)N1CCOCC1,-7,16,-9,-11,24,0.5,1.6,8,-13,4,7
CCOc1ccccc1-c1c2cc(O)c(=O)cc-2oc2cc(O)c(O)cc12,+,93*,/,51*,6,6.9,158*,/,-2,+,i
CN(CCC#N)C(=O)COC(=O)c1ccc(Cl)cc1O,2,14,45,-3,-3,1.0,-1.2,4,19,-1,-4
O=C(O)CSc1ncnc2scc(-c3ccccc3)c12,1,-2,8,-3,-15,4.9,0.2,-3,-1,1,-7
CN(CC(=O)Nc1cccc(F)c1)C(=O)CN1C(=O)NC2(CCCC2)C1=O,1,19,101,-5,-1,-0.5,0.7,1,-1,-4,-5
O=C(O)c1ccccc1/C=N/Nc1ccc(S(=O)(=O)N2CCCC2)cc1[N+](=O)[O-],-3,14,-21,3,-13,1.3,-1.7,0,-12,-1,-1
O=C(c1ccc2[nH]c(=O)c(=O)[nH]c2c1)N1CCc2ccccc21,-1,-23,30,-1,-2,0.4,-0.5,2,-9,4,-6
CC(Sc1nnc(C2CC2)n1N)C(=O)NC1CCCCC1C (stereo not given),1,-7,15,-2,-2,0.0,1.0,-2,-18,-3,5
Cc1cccc(NC2=C(Cl)C(=O)OC2OC(=O)c2ccco2)c1 (stereo not given),-7,-12,172,-4,2,-1.6,0.3,2,-6,0,7
CCOC(=O)CC1(NC(=O)C2CCC(=O)N(C3CC3)C2)CCCCC1 (stereo not given),1,-4,/,-3,-3,/,-0.7,-5,2,-4,-2
O=C(c1ccccc1Cc1ccccc1)N1CCN(S(=O)(=O)c2ccccc2[N+](=O)[O-])CC1,-5,-6,100,2,-2,-0.5,0.4,-2,-12,-9,-12
O=C(NCCc1ccccc1)C1CCC(=O)N(Cc2ccc(Cl)cc2)C1 (stereo not given),-8,-4,0,-3,-11,-3.1,0.3,-2,-8,3,-1
Cc1ccccc1NC(=O)/C(=C/c1ccco1)c1ccccc1,-7,22,-16,-6,-1,0.8,-0.3,2,-11,2,0
CC(C)(C)OC(=O)N1CCC(Cc2cc(-c3ccccc3)no2)(C(=O)O)CC1,0,-6,132,7,4,-2.0,-2.1,/,-9,-3,-2
Cc1ccccc1C(=O)Nc1cccc(C(=O)Nc2ccccc2C(=O)O)c1,0,-4,-16,-3,3,-0.7,2.5,-3,-9,3,-8
O=C(NC(=O)N1CCSCC1)c1c(Cl)cccc1Cl,0,2,-10,-5,-5,-0.1,-0.4,0,-4,3,3
O=C(Nc1cc(C(F)(F)F)ccc1N1CCCCC1)c1cccc([N+](=O)[O-])c1,-4,-7,-18,-2,-5,1.4,-0.4,-1,-16,-4,-3
Cc1cccc(N=C2CCCC2C(=O)Nc2cccc(C)c2C)c1C (stereo not given),-3,-10,/,-4,-6,0.5,0.6,0,-16,0,-1
Cc1cccc(OCC(=O)Nc2ccccc2F)c1,-2,-29,16,-5,-1,0.5,-1.1,12,-11,-6,0
